High-throughput results: PubChem BioAssay, Broad Institute
E-sel inducer = induces E-selectin expression in human endothelial cells; HUVEC E-selectin immunofluorescence imaging; normalized: neutral wells 0, TNF-alpha wells 100; 260,000 tested, 0.37% active; P16581; activation, % at 7.58 µM;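 active = mean E-selectin-positive cell signal at least 10% of the positive control, reached in at least 60% of replicates, without over 20% cell loss; inconclusive = no rule given, readout overlaps actives, possibly toxicity-flagged; inactive = the rest, including those meeting only one limit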;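 note: in these data hits start at about 27%; measured in HUVEC primary endothelial cells; signal is the percent of cells scored E-selectin positive by PE staining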
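material = human umbilical vein endothelial cells (HUVEC), E-selectin induction | quantity = 3,000 cells/well | medium = EGM-2 growth medium on 0.1% gelatin-coated wells | technique = immunofluorescence imaging | read-out basis = % PE-positive cells | control set = TNF-alpha positive control, DMSO neutral control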
miR-122 sensor = miR-122 inhibition in Huh7 cells | Huh7 miR-122 Renilla luciferase sensor, 48 h; neutral wells = 0, positive control = 100 | activation (reporter increase), % at 12.5 µM | 340,000 tested, 0.3% active | AID 602342;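 active = mean replicate activation score at least 90 and every replicate individually at or above 90; inconclusive = only one of the two criteria met; inactive = neither criterion met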;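 note: higher luciferase means less miR-122 activity so hits act as miR-122 inhibitors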
Cneo AK release = Cryptococcus neoformans lysis via adenylate kinase release. C. neoformans lysis, adenylate kinase release luminescence, 4 h; normalised: neutral wells 0, clomiphene wells 100. lysis activity, % at 15 µM. 360,000 tested, 0.2% active. AID 651654;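 active = mean lysis activity across replicates of at least 80%, whatever share of replicates individually reach that level; inactive = mean lysis activity below 80%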
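Assay system: Cryptococcus neoformans yeast cells / Dosing: single-point compound dose / Timing: 4 h at 37 °C static, read 1 h later / Measured by: luminescence of released adenylate kinase using an AK detection reagent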
ERAP1 HTS inh = blocks human ERAP1 aminopeptidase activity; recombinant ERAP1, Leu-AMC fluorescence, 60 min; inhibition, % at 10.7 µM; 340,000 tested, 0.15% active;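 active = mean replicate inhibition of at least 30%, or all replicates individually reaching that 30% level; inactive = mean below 30% and not every replicate reaching it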;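 note: 0% = neutral control wells and 100% = L-leucinethiol positive control wells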
RAD54 branch = blocks human RAD54 Holliday junction branch migration. Q92698. FAM/BHQ fluorescence. inhibition, % at 10.4 µM. 360,000 tested, 0.14% active. AID 602329;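 active = mean normalized replicate activity at least 40 and at least half of replicates scoring 40 or more; inconclusive = only one of the two criteria met; inactive = mean below 40 and under half of replicates reaching 40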;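 note: 0% = median of neutral control wells and 100% = median of positive control wells; inhibitors cause a drop in the FAM fluorescence signal; in these data hits start at about 50%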
Target sequence (Q92698 whole entry, looked up): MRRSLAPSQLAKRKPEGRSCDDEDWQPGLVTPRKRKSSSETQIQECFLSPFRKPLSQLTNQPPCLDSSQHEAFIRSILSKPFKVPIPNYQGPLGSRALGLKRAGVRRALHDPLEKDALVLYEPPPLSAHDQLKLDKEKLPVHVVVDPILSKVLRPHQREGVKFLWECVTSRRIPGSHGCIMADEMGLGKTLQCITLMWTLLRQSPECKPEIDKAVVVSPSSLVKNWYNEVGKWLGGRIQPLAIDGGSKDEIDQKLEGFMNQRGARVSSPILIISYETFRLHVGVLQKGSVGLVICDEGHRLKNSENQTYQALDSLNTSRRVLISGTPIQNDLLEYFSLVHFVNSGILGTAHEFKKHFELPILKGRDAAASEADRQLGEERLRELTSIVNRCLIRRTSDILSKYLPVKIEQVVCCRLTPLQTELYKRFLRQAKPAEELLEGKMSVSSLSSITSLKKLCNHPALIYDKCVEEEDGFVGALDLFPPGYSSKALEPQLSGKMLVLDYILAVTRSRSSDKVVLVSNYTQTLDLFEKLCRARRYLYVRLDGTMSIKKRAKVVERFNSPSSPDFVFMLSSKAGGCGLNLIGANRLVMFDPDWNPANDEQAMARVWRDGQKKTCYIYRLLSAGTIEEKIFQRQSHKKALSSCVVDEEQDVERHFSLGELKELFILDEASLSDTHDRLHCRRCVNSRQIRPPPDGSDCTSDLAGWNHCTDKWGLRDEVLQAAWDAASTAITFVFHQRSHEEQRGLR
RAD52 inh = blocks human RAD52 DNA annealing; recombinant RAD52 DNA annealing, FRET fluorescence; inhibition, % at 18.7 µM; 360,000 tested, 0.46% active;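 active = every replicate showing at least 50% inhibition; inconclusive = mean inhibition at least 50% but not in every replicate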
PGC1a acetyl inh = PGC1a acetylation modulation, inhibitor mode. U2OS PGC1a acetylation, AlphaScreen anti-acetyl-lysine; with virally co-expressed GCN5 acetyltransferase. inhibition, % at 15.6 µM. 350,000 tested, 0.17% active. AID 651687;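 active = every replicate shows inhibition of at least 40%; inconclusive = mean inhibition at least 40% but some replicate below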;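 note: 0% = neutral control wells and 100% = positive control wells; some results beyond the cut were filed as inactive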
PglD inh = inhibitors of Campylobacter jejuni PglD acetyltransferase | purified PglD enzyme, DTNB colorimetric CoA detection | inhibition, % at 12.5 µM | 360,000 tested, 0.098% active; in the data active = inhibition above about 16%, passing the limit was not always enough; inconclusive = no clear call, values can overlap the other calls; note: strong numbers were not always called active
* marks the source's active call; other numbers are inactive results; ? = inconclusive; / = not tested or not shown; [ ] = another dose, or the depositor's remark.

SMILES	E-sel inducer	miR-122 sensor	Cneo AK release	ERAP1 HTS inh	RAD54 branch	RAD52 inh	PGC1a acetyl inh	PglD inh
COc1ccc(CNC(=O)C2CCCN(S(=O)(=O)c3cccc4nsnc34)C2)cc1 (stereo not given)	0.4	-3	0	-2	1	-106	/	0
CCCCNC(=O)C1(C)CCCCN1C(=O)c1ccc(C#N)cc1 (stereo not given)	-0.3	-4	0	1	5	-18	5	1
CCOCc1nc(C)c(Cl)c(NS(=O)(=O)c2ccc(N)cc2)n1	/	/	-2	0	-17	-2	/	9
COc1ccc2c(CC(=O)NNC(=O)c3ccc(C)cc3)coc2c1	0.0	-7	2	-1	4	-16	-16	1
COCCn1ccc(O)c(Cc2ccccc2)c1=O	/	-3	-1	/	4	/	17	6
COc1ccc(C(CNC(=O)CCNC(=O)c2ccc(Br)cc2)N2CCOCC2)cc1 (stereo not given)	0.1	-9	-1	-3	-2	-9	0	-2
COc1cc(C)c(CN2CCN(CC(=O)Nc3ccccc3C(=O)NC3CC3)CC2)cc1OC	/	/	-4	-3	14	-7	/	-1
C[C@H](CO)N1C[C@H](C)[C@@H](CN(C)C(=O)Nc2ccc(C(F)(F)F)cc2)Oc2ccc(NC(=O)Cc3cn(C)c4ccccc34)cc2C1=O	/	-5[16.7 µM]	-1	1	-6	4	3	2
O=C(Nc1ccc([N+](=O)[O-])cc1)Nc1ccc2[nH]c(=O)[nH]c2c1	0.0	-9	1	-3	3	-15	7	/
O=C(CNC(=O)c1ccc(S(=O)(=O)N2CCCC2)cc1)N/N=C/c1ccco1	0.3	11	2	3	-1	-3	-14	-1
O=S(=O)(NC1CCCCCCC1)c1ccccc1F	/	77	24	0	2	-4	-17	-2
CCN(CC(=O)Nc1ccccc1C(F)(F)F)C(=O)CCc1ccccc1	-0.2	/	-8	-3	7	-10	/	-4
Cc1cc(CSCc2ccc(Cl)cc2)no1	-0.3	-6	-1	-1	-8	-13	9	-4
Cc1c(C(=O)NCC2COc3ccccc3O2)oc2ccc(S(=O)(=O)N(C)C3CCCCC3)cc12 (stereo not given)	/	-1	-1	10	4	-4	-8	0
C[C@@H]1CN([C@@H](C)CO)C(=O)Cc2cc(NS(=O)(=O)c3cn(C)cn3)ccc2O[C@H]1CN(C)C(=O)Nc1ccc(C(F)(F)F)cc1	/	8[16.7 µM]	/	2	/	6	0	/
CCOC(=O)N1CCC(NC(=O)C2CCC(CNS(=O)(=O)c3ccc(OC)cc3)CC2)CC1 (stereo not given)	/	-1	0	/	-2	/	0	3
N#Cc1ccc(C(=O)CSc2nnc(-c3ccc(C(F)(F)F)cn3)s2)cc1	-0.1	/	1	-3	13	-10	?	-11
O=C(CSc1nnc(-c2cccc(Cl)c2)o1)Nc1ccc2c(c1)OCCO2	/	3	1	3	3	-7	4	1
CC(C)NC(=O)N(C)C[C@H]1OCCCC[C@H](C)Oc2ccc(NS(=O)(=O)c3ccc(F)cc3)cc2C(=O)N([C@H](C)CO)C[C@H]1C	0.0	7[16.7 µM]	2	1	-5	8	3	1
COCCn1c(SCC(=O)NC2CCCC2)nc2c(c1=O)SCC2	/	-3	0	-2	5	1	7	2
CN(C(=O)C(Cl)Cl)C1CC2C=CC1C2 (stereo not given)	0.6	-6	-1	-1	-2	-7	-4	2
Fc1ccccc1OCCCCn1cncn1	/	-17	0	/	3	/	10	5
CCN(CC)CC(=O)N1c2ccccc2CCc2ccc(NC(=O)c3cc(OC)c(OC)c(OC)c3)cc21	-0.2	/	2	5	-3	5	?	-5
CCN(C[C@@H]1[C@@H](c2ccccc2)[C@H](CO)N1CC1CC1)C(C)=O	0.0	-6[16.7 µM]	-3	4	4	-4	1	0

Four entries from above, with each value named.
> Cc1c(C(=O)NCC2COc3ccccc3O2)oc2ccc(S(=O)(=O)N(C)C3CCCCC3)cc12 (stereo not given)
  E-sel inducer = /
  miR-122 sensor = -1
  Cneo AK release = -1
  ERAP1 HTS inh = 10
  RAD54 branch = 4
  RAD52 inh = -4
  PGC1a acetyl inh = -8
  PglD inh = 0

> Cc1cc(CSCc2ccc(Cl)cc2)no1
  E-sel inducer = -0.3
  miR-122 sensor = -6
  Cneo AK release = -1
  ERAP1 HTS inh = -1
  RAD54 branch = -8
  RAD52 inh = -13
  PGC1a acetyl inh = 9
  PglD inh = -4

> CCN(CC)CC(=O)N1c2ccccc2CCc2ccc(NC(=O)c3cc(OC)c(OC)c(OC)c3)cc21
  E-sel inducer = -0.2
  miR-122 sensor = /
  Cneo AK release = 2
  ERAP1 HTS inh = 5
  RAD54 branch = -3
  RAD52 inh = 5
  PGC1a acetyl inh = ?
  PglD inh = -5

> Fc1ccccc1OCCCCn1cncn1
  E-sel inducer = /
  miR-122 sensor = -17
  Cneo AK release = 0
  ERAP1 HTS inh = /
  RAD54 branch = 3
  RAD52 inh = /
  PGC1a acetyl inh = 10
  PglD inh = 5

Carrying on:
SMILES	E-sel inducer	miR-122 sensor	Cneo AK release	ERAP1 HTS inh	RAD54 branch	RAD52 inh	PGC1a acetyl inh	PglD inh
O=C(Nc1cccc(O)c1)c1cccc(C(=O)Nc2cccc(O)c2)c1	0.0	-1	-5	/	-16	-11	0	-2
COc1ccc(S(=O)(=O)Nc2ccc3c(c2)C(=O)N(C)C[C@H](OC)[C@@H](C)CN[C@@H](C)CO3)cc1	0.1	/	-5	2	-1	-2	-7	1
CCCC(=O)Nc1ccc2c(c1)OC[C@@H](C)N(C(=O)c1ccccn1)C[C@@H](C)[C@@H](OC)CN(C)C2=O	-0.2	/	1	-4	-3	9	-7	-3
Cc1ccccc1Cn1cc(NC(=O)c2cc(-c3ccco3)on2)cn1	8.2	1	/	-2	/	-10	/	/
CCc1nc2ccc(C(=O)NCCN3CCOCC3)cn2c1N(CCC(C)C)CCN(C)C	-0.1	-4	1	-7	-3	-12	/	-2
Cc1ccc(C)c(S(=O)(=O)C(C#N)c2nc3ccccc3nc2N2CCCC2)c1 (stereo not given)	/	-6	2	/	0	/	4	0
CCOc1ccc(C(=O)C[n+]2cccc3cc(C)ccc32)cc1	-0.1	-8	0	-1	-3	-48	-1	5
CC(C)(C)c1ccc(S(=O)(=O)N2CCN(C3CCCC3)CC2)cc1	0.0	-3	9	2	0	-4	-3	0
COc1ccc(C#Cc2ccc3c(c2)O[C@H](CN(C)S(=O)(=O)c2ccccc2F)[C@@H](C)CN([C@H](C)CO)S3(=O)=O)cc1	0.0	64[16.7 µM]	4	2	-12	-37	6	1
COc1cc(C)ccc1S(=O)(=O)n1nc(C)cc1C	/	1	4	0	6	-21	0	3
CC1CC=C(c2ccccc2)C(=S)N1 (stereo not given)	2.9	/	-1	4	3	-5	2	3
CC1(C(=O)NCc2cccc(C(F)(F)F)c2)CCN1Cc1ccc2ccccc2c1 (stereo not given)	1.1	4	1	5	8	10	-14	6

Full records as entered above. Order of screens: E-sel inducer, miR-122 sensor, Cneo AK release, ERAP1 HTS inh, RAD54 branch, RAD52 inh, PGC1a acetyl inh, PglD inh
CC1CC=C(c2ccccc2)C(=S)N1 (stereo not given) as listed: 2.9, /, -1, 4, 3, -5, 2, 3
COc1ccc(S(=O)(=O)Nc2ccc3c(c2)C(=O)N(C)C[C@H](OC)[C@@H](C)CN[C@@H](C)CO3)cc1 as listed: 0.1, /, -5, 2, -1, -2, -7, 1
CCOc1ccc(C(=O)C[n+]2cccc3cc(C)ccc32)cc1 as listed: -0.1, -8, 0, -1, -3, -48, -1, 5

The results go on:
SMILES	E-sel inducer	miR-122 sensor	Cneo AK release	ERAP1 HTS inh	RAD54 branch	RAD52 inh	PGC1a acetyl inh	PglD inh
CCCNC(=O)[C@H]1[C@H](CO)[C@H]2Cn3c(ccc(/C=C/c4ccccc4)c3=O)[C@H]2N1CC	0.2	/	16	1	-5	-14	/	6
COc1cccc(S(=O)(=O)N[C@H]2C=C[C@@H](CC(=O)NCc3ccc(Cl)cc3)O[C@H]2CO)c1	-2.1	/	16	-1	3	-12	1	0
Cc1ccc(N=Cc2sccc2C)cc1C	0.2	-3	-1	/	-5	/	-9	-6
C[C@H]1CN([C@@H](C)CO)C(=O)c2cccc(NC(=O)c3ccncc3)c2O[C@@H]1CN(C)Cc1ccccc1	-0.3	9[16.7 µM]	-3	3	2	5	8	2
COc1ccc(S(=O)(=O)N(C)C[C@@H]2Oc3cc(C4=CCCC4)ccc3S(=O)(=O)N([C@@H](C)CO)C[C@H]2C)cc1	0.4	-9[16.7 µM]	-2	-1	-5	-2	-9	-2
COc1ccccc1-c1ccc2c(c1)O[C@H](CN(C)S(=O)(=O)c1ccc(C)cc1)[C@@H](C)CN([C@H](C)CO)S2(=O)=O	-0.2	5[16.7 µM]	-2	3	-16	12	-19	2
COc1ccc(S(=O)(=O)Nc2cccc3c2O[C@@H](CN(C)C(=O)Nc2ccc(C(F)(F)F)cc2)[C@H](C)CN([C@@H](C)CO)C3=O)cc1	0.1	18[16.7 µM]	1	-1	3	-15	-9	3
C[C@@H]1CN([C@@H](C)CO)S(=O)(=O)c2ccc(C3=CCCCC3)cc2O[C@@H]1CN(C)C(=O)C1CCOCC1	2.1	-23[16.7 µM]	-5	-1	-4	6	-6	0
O=[N+]([O-])c1cc(-c2cnc3ccccc3n2)ccc1Oc1ccc(Br)cc1	/	-2	0	/	-1	/	-10	-3
CC(=O)Nc1ccc(S(=O)(=O)NC2CC3CCC2C3)cc1 (stereo not given)	-0.2	31	2	1	-1	-3	-19	5
C/C=C/c1ccc([C@H]2[C@@H](CO)N(Cc3cncnc3)C23CN(C(C)=O)C3)cc1	0.3	/	/	1	/	-5	17	/
CC1(C(=O)NS(=O)(=O)c2ccc(Cl)cc2)CCN1C(=O)Cc1ccccc1 (stereo not given)	-0.1	-5	0	0	-16	-11	-17	1
COCC1CCCC1OS(N)(=O)=O (stereo not given)	/	/	2	0	-5	-8	/	-7
CO[C@@H]1CN(C)C(=O)c2ccc(NC(=O)c3cccc(F)c3)cc2OC[C@@H](C)N(CC2CC2)C[C@@H]1C	0.0	/	-1	-3	-2	-5	-8	-4
Cc1cs/c(=N\N=C\c2ccccc2)n1Cc1ccco1	-0.1	-1	-3	/	-14	/	/	-9
O=C(c1ccc2[nH]ccc2c1)N1CCCC(Nc2ccccc2)C1 (stereo not given)	/	/	-2	3	-5	11	8	-6
O=C(NC1CCN(S(=O)(=O)c2ccccc2)CC1)c1cccc(F)c1	/	-7	0	-2	4	-6	7	-1
COc1ccccc1NS(=O)(=O)c1cc(C(=O)NCCCN2CCCC2=O)ccc1C	1.0	/	-1	-2	-1	-12	/	4
Cc1ccccc1NC(=O)CC(O)(C(F)(F)F)C(F)(F)F	/	-2	3	0	-1	-6	/	2
Nc1ccccc1C(=O)NCc1ccc(Cl)cc1	/	-3	3	/	11	/	-1	9
COc1cc2c(cc1OC)CN(CC(=O)Nc1ccc(Cl)cc1Cl)CC2	0.0	-11	8	0	-20	-20	-5	8

Compounds were not picked by outcome; about 1.4% have a hit in one of these screens.
